PKA inh – inhibitors of human protein kinase A | P17612 | PKA Kemptide phosphorylation, Kinase-Glo ATP luminescence | inhibition, % at 6 µM | actives 0.1% (n = 65,000) | AID 524;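 active = inhibition above the screen-wide mean inhibition plus 3 SD, cut at about 21% in these data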; note: many of its hits are not listed in these tables
ROCK2 blocker – blocks human Rho kinase 2 activity. purified ROCK2, Kinase-Glo ATP depletion luminescence. O75116. actives 0.35% (n = 60,000). inhibition, % at 6 µM;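 active = inhibition above the screen-wide mean inhibition plus 3 SD, cut at about 18% in these data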;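 note: plate controls were DMSO wells for no effect and Y-27632 control wells after no-enzyme background subtraction for full effect; many of its hits are not listed in these tables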
Cdc25B inh – human M-phase inducer phosphatase 2 inhibition | P30305 | recombinant Cdc25B, OMFP fluorescence Ex485/Em525 | inhibition, %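 (compounds tested at 10 µM final in the well)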 | actives 0.1% (n = 65,000) | AID 368; in the data active = inhibition above about 50%
MKP-1 inh – inhibitors of human MKP-1 phosphatase. actives 0.15% (n = 65,000). inhibition, %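 (compounds tested at a single concentration somewhere between 10 and 100 µM)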. recombinant MKP-1, OMFP hydrolysis fluorescence. P28562;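 active = inhibition above about 50%, limit read from the data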;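 note: 0% = DMSO max control wells and 100% = wells with enzyme stopped by NaOH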
Target sequence (P28562 whole entry, looked up): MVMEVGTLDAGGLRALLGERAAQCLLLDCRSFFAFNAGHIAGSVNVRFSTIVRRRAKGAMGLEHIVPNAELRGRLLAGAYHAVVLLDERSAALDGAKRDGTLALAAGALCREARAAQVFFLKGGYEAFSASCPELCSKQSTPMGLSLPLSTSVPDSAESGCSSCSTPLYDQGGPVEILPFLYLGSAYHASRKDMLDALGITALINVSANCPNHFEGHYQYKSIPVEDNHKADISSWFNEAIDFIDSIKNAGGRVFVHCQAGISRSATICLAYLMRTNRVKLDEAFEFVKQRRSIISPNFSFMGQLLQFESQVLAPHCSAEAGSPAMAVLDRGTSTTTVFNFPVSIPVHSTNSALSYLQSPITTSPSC
Fluor 339 460 – intrinsic fluorescence of library compounds, ex339/em460 – biochemical, MLSMR library, data from DPM-DC assay, artefact control, profiling panel; fluorescence fold increase at 10 µM; actives 5.5% (n = 65,000); compound autofluorescence, ex339/em460 nm, NADH buffer; hits give high values; 1 = no-compound wells, NADH background;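 active = at 10 µM, mean starting fluorescence two-fold or more over control wells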;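 note: signal is the first read of a kinetic run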
JNK3 blocker – JNK3 (human) kinase inhibition | P53779 | purified JNK3 kinase activity, HTS | inhibition, % at 8 µM | actives 0.61% (n = 60,000) | AID 746; in the data active = inhibition above about 17%;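 note: 0% = DMSO and 100% = reference inhibitor; many of its hits are not listed in these tables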
Target sequence (P53779 whole entry, looked up): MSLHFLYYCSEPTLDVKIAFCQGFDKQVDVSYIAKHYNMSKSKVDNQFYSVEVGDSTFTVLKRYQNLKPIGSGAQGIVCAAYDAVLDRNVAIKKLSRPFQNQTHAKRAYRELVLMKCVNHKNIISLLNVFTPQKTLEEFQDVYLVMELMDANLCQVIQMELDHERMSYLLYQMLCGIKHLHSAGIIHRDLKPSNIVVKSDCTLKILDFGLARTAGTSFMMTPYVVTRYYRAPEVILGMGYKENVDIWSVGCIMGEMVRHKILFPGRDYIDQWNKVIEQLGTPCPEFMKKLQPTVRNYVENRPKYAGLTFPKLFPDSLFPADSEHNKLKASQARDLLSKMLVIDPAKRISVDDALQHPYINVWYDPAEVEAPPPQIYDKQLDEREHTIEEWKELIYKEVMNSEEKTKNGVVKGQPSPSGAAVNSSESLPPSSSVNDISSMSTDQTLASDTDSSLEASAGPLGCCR
Abs 340nm – absorbance at 340 nm | compound absorbance at 340 nm, fold over control | fold change at 10 µM | 65,000 tested, under 10 active;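 active = at 10 µM dose, initial 340 nm absorbance at least 2 fold that of control wells; inactive = change under 2 fold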;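 note: initial absorbance extrapolated from kinetic A340 decline of NADH oxidation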
Hsp90 inh – displaces geldanamycin probe from tumor Hsp90; P07900; NCI-N417 lysate Hsp90, Cy3B-geldanamycin FP displacement; inhibition, % at 30 µM; actives 0.35% (n = 64,000); AID 429;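 active = inhibition above 50%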;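 note: 0% = tracer plus lysate wells and 100% = tracer alone without lysate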
Her2 expr inh – lowers expression of human Her2 kinase | P04626 | SKBR-3 HER2 protein level, AlphaScreen, 18-24 h; hits give low values | HER2 level % of control, % at 10 µM | actives 0.69% (n = 65,000) | AID 645;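 active = HER2 level under 5% of the carrier-only control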;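 note: 100% = DMSO carrier and 0% = 500 nM PU-H71 HSP90 inhibitor; lower value means stronger loss of Her2 protein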
Starred values were filed as active, the others as inactive.

Screening CC1CCC/C(=C\Nc2ccc3c(c2)OCO3)C1=O (stereo not drawn) returned PKA inh 1, ROCK2 blocker 11, Cdc25B inh -1, MKP-1 inh 2, Fluor 339 460 1.1, JNK3 blocker -12, Abs 340nm 1.1, Hsp90 inh 30 and Her2 expr inh 87.
Screening Cc1cc(C(=O)N2CCC(C(F)(F)F)n3nccc32)on1 (stereo not drawn) returned PKA inh -2, ROCK2 blocker -6, Cdc25B inh -9, MKP-1 inh -13, Fluor 339 460 1.4, JNK3 blocker -7, Abs 340nm 1, Hsp90 inh 0 and Her2 expr inh 75.
CCOC(=O)c1ccc(NC(=O)CN2C(=O)CNC2=O)cc1 was read as PKA inh -6, ROCK2 blocker -6, Cdc25B inh 3, MKP-1 inh 9, Fluor 339 460 1.1, JNK3 blocker -7, Abs 340nm 0.98, Hsp90 inh -3 and Her2 expr inh 132.
For O=C(C1Cc2ccccc2CN1S(=O)(=O)c1cccs1)N1CCCCCC1 (stereo not drawn) the results were PKA inh 8, ROCK2 blocker 6, Cdc25B inh -17, MKP-1 inh -8, Fluor 339 460 1.1, JNK3 blocker 2, Abs 340nm 0.97, Hsp90 inh -3 and Her2 expr inh 88.
`CCOC(=O)C1C(=O)NC(N2CCN(c3ccccc3)CC2)=NC1c1ccco1` (stereo not drawn) gave PKA inh -14, ROCK2 blocker -6, Cdc25B inh -4, MKP-1 inh -25, Fluor 339 460 1.1, JNK3 blocker -1, Abs 340nm 0.99, Hsp90 inh 0 and Her2 expr inh 86.
Cn1c(NCc2ccco2)nc2c1c(=O)n(Cc1ccc(Cl)cc1)c(=O)n2C was read as PKA inh 4, ROCK2 blocker 5, Cdc25B inh -3, MKP-1 inh 5, Fluor 339 460 1.2, JNK3 blocker 0, Abs 340nm 1, Hsp90 inh -9 and Her2 expr inh 58.
Screening Cc1cccc(-n2ncc3c(N4CCN(c5nc(C)cc(C)n5)CC4)ncnc32)c1 returned PKA inh 3, ROCK2 blocker 3, Cdc25B inh -8, MKP-1 inh 1, Fluor 339 460 1.1, JNK3 blocker -4, Abs 340nm 0.96, Hsp90 inh 2 and Her2 expr inh 130.
`CC(=O)C1=C(C)NC(=O)NC1c1cccc(O)c1` (stereo not drawn) gave PKA inh 0, ROCK2 blocker 5, Cdc25B inh 0, MKP-1 inh -8, Fluor 339 460 1, JNK3 blocker 7, Abs 340nm 1, Hsp90 inh -5 and Her2 expr inh 106.
O=C1c2nc3ccccn3c2C(=O)N1Cc1ccccc1 was read as PKA inh -3, ROCK2 blocker -1, Cdc25B inh -10, MKP-1 inh -1, Fluor 339 460 1.3, JNK3 blocker -1, Abs 340nm 1, Hsp90 inh -5 and Her2 expr inh 99.
For CC1=Nc2ncnn2C(c2ccccc2)/C1=N\O (stereo not drawn) the results were PKA inh 4, ROCK2 blocker 12, Cdc25B inh -1, MKP-1 inh -3, Fluor 339 460 1.1, JNK3 blocker 3, Abs 340nm 1.1, Hsp90 inh -2 and Her2 expr inh 93.
COc1cccc(C2CC(c3ccc(C)cc3)n3nc(N)nc3N2)c1 (stereo not drawn) was read as PKA inh 1, ROCK2 blocker -2, Cdc25B inh -1, MKP-1 inh 14, Fluor 339 460 1.1, JNK3 blocker 1, Abs 340nm 1, Hsp90 inh -3 and Her2 expr inh 110.
Cc1oc(-c2ccccc2F)nc1CS(=O)(=O)CC(=O)NCCCN(C)C1CCCCC1 was read as PKA inh 6, ROCK2 blocker 5, Cdc25B inh -32, MKP-1 inh -16, Fluor 339 460 1.2, JNK3 blocker 0, Abs 340nm 1, Hsp90 inh -5 and Her2 expr inh 112.
CC(NC(=O)c1cc2sccc2n1C)c1ccc2c(c1)OCCO2 (stereo not drawn) was read as PKA inh 9, ROCK2 blocker -3, Cdc25B inh -21, MKP-1 inh 8, Fluor 339 460 1.1, JNK3 blocker -8, Abs 340nm 1, Hsp90 inh -1 and Her2 expr inh 152.
Screening CCOC(=O)CNC(=O)C(=O)c1c(O)[nH]c2ccccc12 returned PKA inh 12, ROCK2 blocker 3, Cdc25B inh -26, MKP-1 inh -7, Fluor 339 460 1.1, JNK3 blocker 1, Abs 340nm 1.1, Hsp90 inh -5 and Her2 expr inh 106.
CCOC(=O)C1CCN(C(=O)C2CCN(c3nc4ccc(OC)cc4s3)CC2)CC1 was read as PKA inh -4, Cdc25B inh 7, MKP-1 inh -3, Fluor 339 460 1.1, Abs 340nm 1.1 and Her2 expr inh 79.
Screening Cc1ccc(S(=O)(=O)c2nc(-c3ccc(F)cc3)oc2SCC(N)=O)cc1 returned PKA inh 0, Cdc25B inh -10, MKP-1 inh 21, Fluor 339 460 1.1, Abs 340nm 1.1 and Her2 expr inh 85.
Screening O=C1c2ccccc2C(=O)N1Cc1nc(-c2ccccc2)no1 returned PKA inh 10, ROCK2 blocker 10, Cdc25B inh -2, MKP-1 inh -8, Fluor 339 460 1.1, JNK3 blocker -4, Abs 340nm 1.1, Hsp90 inh -5 and Her2 expr inh 99.
Screening CC(C)C(c1nnnn1Cc1ccc(F)cc1)N1CCN(C2CCCCC2)CC1 (stereo not drawn) returned PKA inh 10, ROCK2 blocker 6, Cdc25B inh -13, MKP-1 inh -1, Fluor 339 460 1.1, JNK3 blocker 0, Abs 340nm 0.96, Hsp90 inh 0 and Her2 expr inh 116.
Cc1cc(C)n(CC(O)COc2ccccc2C(=O)Nc2ccccc2)n1 (stereo not drawn) was read as PKA inh -2, ROCK2 blocker -4, Cdc25B inh -2, MKP-1 inh 18, Fluor 339 460 1.1, JNK3 blocker -1, Abs 340nm 0.99, Hsp90 inh 0 and Her2 expr inh 75.
For CN(C)c1oc(-c2cccs2)nc1C#N the results were PKA inh 2, ROCK2 blocker 6, Cdc25B inh 21, MKP-1 inh -17, Fluor 339 460 2.4*, JNK3 blocker -7, Abs 340nm 1.1, Hsp90 inh -8 and Her2 expr inh 169.
For CCc1cccc(C)c1NC(=O)C1C2CCC(O2)C1C(=O)O (stereo not drawn) the results were PKA inh 7, ROCK2 blocker 7, Cdc25B inh -1, MKP-1 inh 6, Fluor 339 460 1.1, JNK3 blocker 4, Abs 340nm 1.1, Hsp90 inh -2 and Her2 expr inh 110.
For CN1CCN(Cc2ccc(-c3ccc(Cl)cc3)o2)CC1 the results were PKA inh 9, ROCK2 blocker 5, Cdc25B inh -21, MKP-1 inh -4, Fluor 339 460 1.1, JNK3 blocker -1, Abs 340nm 1, Hsp90 inh -2 and Her2 expr inh 137.
Screening CC(=O)Nc1nonc1-c1nc2ccccc2n1CCC#N returned PKA inh 3, ROCK2 blocker 2, Cdc25B inh -5, MKP-1 inh -18, Fluor 339 460 1.3, JNK3 blocker 5, Abs 340nm 0.99, Hsp90 inh -4 and Her2 expr inh 124.
`Cc1cc(C)cc(N(CC(=O)NCc2cccnc2)S(C)(=O)=O)c1` gave PKA inh 4, ROCK2 blocker 0, Cdc25B inh -4, MKP-1 inh 13, Fluor 339 460 1.1, JNK3 blocker -7, Abs 340nm 1, Hsp90 inh -1 and Her2 expr inh 111.
`CC(C)OC(=O)c1nnc(Cc2ccc(F)cc2)o1` gave PKA inh 5, ROCK2 blocker -1, Cdc25B inh -5, MKP-1 inh 6, Fluor 339 460 1.1, JNK3 blocker 4, Abs 340nm 1, Hsp90 inh -4 and Her2 expr inh 107.
Screening c1ccc2c(c1)ncn2CCn1cnc2ccccc21 returned PKA inh -2, ROCK2 blocker -1, Cdc25B inh -2, MKP-1 inh -13, Fluor 339 460 1.1, JNK3 blocker 6, Abs 340nm 1, Hsp90 inh 0 and Her2 expr inh 73.
`O=c1n(-c2ccccc2)c(=O)n(Cc2ccccn2)n1Cc1ccccn1` gave PKA inh 0, ROCK2 blocker -6, Cdc25B inh -3, MKP-1 inh 1, Fluor 339 460 1.1, JNK3 blocker -1, Abs 340nm 1, Hsp90 inh -11 and Her2 expr inh 91.
CCn1c(=O)cc(SCC(=O)NCc2ccccn2)c2ccccc21 was read as PKA inh 12, ROCK2 blocker 4, Cdc25B inh -13, MKP-1 inh 6, Fluor 339 460 1.2, JNK3 blocker 1, Abs 340nm 1, Hsp90 inh -1 and Her2 expr inh 93.
COc1ccc(OC)c(-c2cc(C(=O)N3CCN(c4ccccc4)CC3)no2)c1 was read as PKA inh 7, ROCK2 blocker 2, Cdc25B inh -6, MKP-1 inh 7, Fluor 339 460 1.4, JNK3 blocker -2, Abs 340nm 1.1, Hsp90 inh -3 and Her2 expr inh 71.
Cc1csc(SCC(=O)O)n1 was read as PKA inh -3, ROCK2 blocker 6, Cdc25B inh 2, MKP-1 inh -4, Fluor 339 460 1, JNK3 blocker 1, Abs 340nm 1, Hsp90 inh -4 and Her2 expr inh 92.
`N#Cc1c(N)nc(-c2ccccc2)nc1-c1ccccc1` gave PKA inh -5, ROCK2 blocker -7, Cdc25B inh -6, MKP-1 inh 22, Fluor 339 460 1.1, JNK3 blocker 1, Abs 340nm 1.1, Hsp90 inh 1 and Her2 expr inh 79.
For Cc1cc(NC(=O)CSc2nnnn2Cc2ccccc2)no1 the results were PKA inh 8, ROCK2 blocker 2, Cdc25B inh -10, MKP-1 inh -6, Fluor 339 460 1.2, JNK3 blocker -5, Abs 340nm 1, Hsp90 inh -1 and Her2 expr inh 76.
COc1cc(C(=O)Nc2ccc(S(=O)(=O)Nc3onc(C)c3C)cc2)cc(OC)c1OC was read as PKA inh 10, ROCK2 blocker 6, Cdc25B inh 1, MKP-1 inh 12, Fluor 339 460 1.1, JNK3 blocker 0, Abs 340nm 1, Hsp90 inh -2 and Her2 expr inh 87.
O=C(CSc1nnc(-c2c[nH]c3ccccc23)o1)N1c2ccccc2CCc2ccccc21 was read as PKA inh -15, ROCK2 blocker -5, Cdc25B inh 14, MKP-1 inh -15, Fluor 339 460 1.1, JNK3 blocker 2, Abs 340nm 0.99, Hsp90 inh 2 and Her2 expr inh 88.
CCOc1ccc(-c2[nH]nc3c2C(c2ccc4c(c2)OCO4)C(C#N)=C(N)O3)cc1OC (stereo not drawn) was read as PKA inh 0, ROCK2 blocker 4, Cdc25B inh 9, MKP-1 inh 24, Fluor 339 460 1.1, JNK3 blocker 0, Abs 340nm 0.99, Hsp90 inh -4 and Her2 expr inh 92.
For CC(=O)Nc1ccc(-c2nnn(CC(=O)c3ccccc3)n2)cc1Cl the results were PKA inh 5, ROCK2 blocker -10, Cdc25B inh 4, MKP-1 inh 20, Fluor 339 460 1.1, JNK3 blocker 3, Abs 340nm 1, Hsp90 inh 1 and Her2 expr inh 115.
For COc1cccc(-n2c(SCC(=O)N3CCOCC3)nnc2-c2c[nH]c3ccccc23)c1 the results were PKA inh 6, ROCK2 blocker 6, Cdc25B inh 1, MKP-1 inh 19, Fluor 339 460 1.1, JNK3 blocker 0, Abs 340nm 1, Hsp90 inh -3 and Her2 expr inh 91.
Screening CN(C)c1ccc(NC(=O)Cn2cc3c(n2)CCCC3)cc1 returned PKA inh -7, ROCK2 blocker 1, Cdc25B inh -13, MKP-1 inh -1, Fluor 339 460 1, JNK3 blocker -16, Abs 340nm 1, Hsp90 inh 15 and Her2 expr inh 77.

Molecules from the list above containing a furan ring, fused or not, in the order listed:
`CCOC(=O)C1C(=O)NC(N2CCN(c3ccccc3)CC2)=NC1c1ccco1` (stereo not drawn) gave PKA inh -14, ROCK2 blocker -6, Cdc25B inh -4, MKP-1 inh -25, Fluor 339 460 1.1, JNK3 blocker -1, Abs 340nm 0.99, Hsp90 inh 0 and Her2 expr inh 86.
Cn1c(NCc2ccco2)nc2c1c(=O)n(Cc1ccc(Cl)cc1)c(=O)n2C was read as PKA inh 4, ROCK2 blocker 5, Cdc25B inh -3, MKP-1 inh 5, Fluor 339 460 1.2, JNK3 blocker 0, Abs 340nm 1, Hsp90 inh -9 and Her2 expr inh 58.
For CN1CCN(Cc2ccc(-c3ccc(Cl)cc3)o2)CC1 the results were PKA inh 9, ROCK2 blocker 5, Cdc25B inh -21, MKP-1 inh -4, Fluor 339 460 1.1, JNK3 blocker -1, Abs 340nm 1, Hsp90 inh -2 and Her2 expr inh 137.

A portion of the library; the hit share may differ from the screen's.
